# Pol eta inh: qHTS for Inhibitors of Polymerase Eta; DNA polymerase eta (Homo sapiens), Q9Y253; recombinant Pol eta, fluorescent DNA replication assay; Potency, µM (doses to about 114 µM), without a hit: at the top dose activity change, negative = inhibition, actives largely listed as inhibitors; 390,000 compounds, 1.2% hits; AID 588591, 2011; note: % is set by controls: 0 for no effect and ±100 for the full control effect
#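 Fluorescent replication assay: 50 nM final substrate added after a 15 min room-temperature compound preincubation with 10 nM enzyme. Signal taken at 0 min and again at 10 min.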
# JMJD2A Tudor: qHTS Assay for Inhibitors of JMJD2A-Tudor Domain | Lysine-specific demethylase 4A (Homo sapiens), O75164 | AID 504339, 2011 | 390,000 compounds, 4.4% hits | Potency, µM (doses to about 114 µM), inactives show top-dose activity change, negative = inhibition, usual class: inhibitors | AlphaScreen JMJD2A-Tudor / H3K4me3 peptide binding; note: % is set by controls: 0 for no effect and ±100 for the full control effect; nearly all actives have a fitted effect of over 50% in size
# BLM helicase inh: qHTS Assay for Inhibitors of Bloom's syndrome helicase (BLM); RecQ-like DNA helicase BLM (Homo sapiens), P54132; recombinant BLM DNA unwinding, fluorescence dequenching; Potency, µM (doses to about 56.1 µM), inactives show at the highest dose activity change, negative = inhibition, hits mostly inhibitors; 350,000 compounds, 0.2% hits; AID 2528, 2010;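 note: plate controls were vehicle for no effect and no enzyme for full effect; nearly all actives have a fitted effect of over 35% in size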
# G9a inh: qHTS Assay for Inhibitors of Histone Lysine Methyltransferase G9a. Histone-lysine N-methyltransferase EHMT2 (Homo sapiens), Q96KQ7. G9a H3K9 monomethylation, AlphaScreen, 2 h. Potency, µM (highest dose often 102 µM), for the others: at the top dose activity, negative = inhibition, usual class: inhibitors. 350,000 compounds, 8.8% hits. AID 504332, 2011; note: % is set by controls: 0 for no effect and ±100 for the full control effect; nearly all actives have a fitted effect of over 75% in size
#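 Using a bead-based AlphaScreen, monomethylated H3K9 product from 2 h room-temperature reactions (G9a 20 nM, peptide 500 nM, SAM 20 uM) was detected with 0.5 ug/mL rabbit anti-H3K9me1 antibody.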
# POLI inh: qHTS for Inhibitors of Polymerase Iota. DNA polymerase iota (Homo sapiens), Q9UNA4. Pol iota fluorescent replication assay, 10 min. Potency, µM (titrated, usually from 115 µM), for inactives: at the highest dose activity, negative = inhibition, usual class: inhibitors. 390,000 compounds, 1% hits. AID 588590, 2011
#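 Pol iota at 10 nM preincubated 15 min with compounds at room temperature; reaction started with fluorescent substrate, 50 nM final. Fluorescence read kinetically at 0 and 10 min; buffer-only wells as negative control.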
# POLB inh: qHTS Assay for Inhibitors of DNA Polymerase Beta; Pol beta primer extension/strand displacement, fluorescence kinetic; Potency, µM (doses to about 114 µM), for inactives: top-dose activity change, negative = inhibition, usual class: inhibitors; 340,000 compounds, 1.3% hits; note: % is set by controls: 0 for no effect and ±100 for the full control effect
#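 Human Pol beta at 10 nM; strand-displacement substrate 50 nM final. Compound exposure 15 min at room temperature before start, reaction 10 min at room temperature.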
# BAZ2B block: qHTS Assay for Inhibitors of BAZ2B; AlphaScreen BAZ2B-H3K14Ac peptide displacement; Potency, µM (series often up to 114 µM), for the others: top-dose activity change, negative = inhibition, usual class: inhibitors; AID 504333, 2011; 360,000 compounds, 4.4% hits; note: % is set by controls: 0 for no effect and ±100 for the full control effect; nearly all actives have a fitted effect of over 60% in size
# Target sequence (Q9UIF8 whole entry, looked up): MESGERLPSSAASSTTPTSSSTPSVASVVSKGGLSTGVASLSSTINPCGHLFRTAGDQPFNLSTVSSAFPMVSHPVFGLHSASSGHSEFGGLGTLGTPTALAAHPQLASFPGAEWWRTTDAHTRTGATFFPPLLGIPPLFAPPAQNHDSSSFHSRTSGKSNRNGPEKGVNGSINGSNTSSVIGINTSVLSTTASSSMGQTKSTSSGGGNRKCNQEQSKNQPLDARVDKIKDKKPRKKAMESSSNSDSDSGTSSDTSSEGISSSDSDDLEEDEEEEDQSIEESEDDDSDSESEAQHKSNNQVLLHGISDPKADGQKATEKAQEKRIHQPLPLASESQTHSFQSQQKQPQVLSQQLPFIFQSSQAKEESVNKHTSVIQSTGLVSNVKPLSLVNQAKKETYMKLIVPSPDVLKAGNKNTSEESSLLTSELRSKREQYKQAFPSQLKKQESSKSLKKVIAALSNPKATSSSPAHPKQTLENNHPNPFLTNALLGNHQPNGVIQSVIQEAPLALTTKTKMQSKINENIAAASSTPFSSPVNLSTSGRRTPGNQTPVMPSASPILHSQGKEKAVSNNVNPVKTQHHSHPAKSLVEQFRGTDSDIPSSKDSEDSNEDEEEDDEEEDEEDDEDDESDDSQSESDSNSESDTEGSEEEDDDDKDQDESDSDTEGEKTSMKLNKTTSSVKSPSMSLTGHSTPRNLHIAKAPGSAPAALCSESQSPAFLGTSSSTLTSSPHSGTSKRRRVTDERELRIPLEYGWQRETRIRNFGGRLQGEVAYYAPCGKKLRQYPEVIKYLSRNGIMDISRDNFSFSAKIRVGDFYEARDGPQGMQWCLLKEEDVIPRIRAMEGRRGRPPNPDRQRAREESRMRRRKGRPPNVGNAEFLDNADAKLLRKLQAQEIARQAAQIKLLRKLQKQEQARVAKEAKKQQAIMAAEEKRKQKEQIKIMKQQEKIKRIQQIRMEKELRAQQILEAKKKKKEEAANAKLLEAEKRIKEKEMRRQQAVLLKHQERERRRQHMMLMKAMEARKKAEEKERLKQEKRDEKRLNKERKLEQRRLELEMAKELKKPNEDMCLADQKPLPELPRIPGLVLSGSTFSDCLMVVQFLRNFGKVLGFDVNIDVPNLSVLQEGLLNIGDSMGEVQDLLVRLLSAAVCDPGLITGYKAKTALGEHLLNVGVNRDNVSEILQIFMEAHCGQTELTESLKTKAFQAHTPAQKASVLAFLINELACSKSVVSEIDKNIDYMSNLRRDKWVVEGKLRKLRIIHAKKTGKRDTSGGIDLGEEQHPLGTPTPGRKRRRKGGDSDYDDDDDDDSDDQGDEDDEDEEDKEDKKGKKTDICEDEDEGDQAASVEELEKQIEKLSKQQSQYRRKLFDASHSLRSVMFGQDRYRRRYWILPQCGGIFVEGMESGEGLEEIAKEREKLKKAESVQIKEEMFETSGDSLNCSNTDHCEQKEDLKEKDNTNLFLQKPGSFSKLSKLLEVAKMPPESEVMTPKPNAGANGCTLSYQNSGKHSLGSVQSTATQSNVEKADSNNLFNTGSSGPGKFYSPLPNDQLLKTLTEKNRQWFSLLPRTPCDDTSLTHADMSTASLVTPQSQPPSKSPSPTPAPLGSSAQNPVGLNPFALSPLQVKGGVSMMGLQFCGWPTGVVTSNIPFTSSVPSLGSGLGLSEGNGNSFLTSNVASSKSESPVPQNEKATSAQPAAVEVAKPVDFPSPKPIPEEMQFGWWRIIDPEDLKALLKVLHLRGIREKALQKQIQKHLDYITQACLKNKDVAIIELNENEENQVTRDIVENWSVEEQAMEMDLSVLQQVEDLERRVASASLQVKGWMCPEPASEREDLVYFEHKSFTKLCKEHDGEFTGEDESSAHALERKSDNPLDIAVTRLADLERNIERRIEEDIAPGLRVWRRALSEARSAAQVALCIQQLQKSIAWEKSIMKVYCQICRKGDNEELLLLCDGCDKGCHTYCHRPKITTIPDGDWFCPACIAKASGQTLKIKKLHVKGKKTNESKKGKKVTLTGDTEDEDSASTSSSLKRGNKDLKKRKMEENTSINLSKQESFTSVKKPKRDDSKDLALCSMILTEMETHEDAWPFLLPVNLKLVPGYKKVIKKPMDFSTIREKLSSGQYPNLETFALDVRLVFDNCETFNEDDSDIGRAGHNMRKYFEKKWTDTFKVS
#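 AlphaScreen displacement of biotin-H3(5-23)K14Ac peptide (50 nM final) from BAZ2B (50 nM final) in PBS pH 7.4, 0.01% Tween-20; complex preformed 30 min RT, then compounds (top 110 uM) 30 min RT, beads 20 min dark.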
# APEX1 inh: qHTS Assay for Inhibitors of the Human Apurinic/apyrimidinic Endonuclease 1 (APE1); recombinant APE1, TAMRA/BHQ-2 abasic DNA cleavage fluorescence; Potency, µM (top dose mostly 65.8 µM), inactives show at the highest dose activity change, negative = inhibition, hits mostly inhibitors; DNA repair nuclease/redox regulator APEX1 (Homo sapiens), P27695; 350,000 compounds, 0.35% hits;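 note: plate controls were vehicle for no effect and reference inhibitor for full effect; nearly all actives have a fitted effect of over 55% in size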
#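 Activity was derived from the fluorescence gain between first and third kinetic reads (60 s intervals, ex 525/em 598 nm) after 50 nM THF-abasic TAMRA/BHQ-2 duplex was added to 0.75 nM APE1 preincubated 15 min with compound.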
# Pol kappa inh: qHTS for Inhibitors of Polymerase Kappa | DNA polymerase kappa (Homo sapiens), Q9UBT6 | purified Pol kappa, fluorescent DNA synthesis assay, 10 min | Potency, µM (highest dose often 107 µM), for inactives: top-dose activity, negative = inhibition, hits mostly inhibitors | 400,000 compounds, 0.53% hits; note: % is set by controls: 0 for no effect and ±100 for the full control effect
#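 10 nM Pol kappa preincubated 15 min at room temperature with compounds, then reaction started with substrate at 50 nM final. Fluorescence read kinetically at 0 and 10 min; buffer-only wells served as negative control.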
# Numbers without * were called inactive; ? = inconclusive; . = not tested or not shown; [ ] = remark or other dose. Calls come from the whole dose curve; as a rule, active = well fitted curve in the direction sought with a large enough effect; inconclusive = small, poorly fitted or top-dose-only effect, or another doubt; inactive = no such curve, though single readings can be large; an effect the other way counts as inactive or inconclusive. Potency is the fitted concentration of half-maximal effect. This is a subset, so the mix of outcomes need not match the whole.
# The opening 3 records as a preview:
no. | Pol eta inh | JMJD2A Tudor | BLM helicase inh | Structure | G9a inh | POLI inh | POLB inh | BAZ2B block | APEX1 inh | Pol kappa inh
1 | -19% | 19% | -13% | COc1cccc(C(=O)Nc2ccc(Cl)c(C(F)(F)F)c2)c1 | 13%[59 µM] | 17% | -7% | 32% | -2% | -16%
2 | -3% | -14% | -2% | Cc1ccc(S(=O)(=O)N2CCC(C(=O)N[C@@H](C)C(=O)Nc3ccc(F)cc3)CC2)cc1 | 22% | -4% | 0% | ? | -14% | -11%
3 | -5% | -11% | -5% | CCC1CCCCN1C(=O)c1sc(-n2nc(C)c(Cc3ccccc3)c2C)nc1C (configuration not stated) | 7%[59 µM] | 10% | -9% | 0% | . | -9%

# All compounds of this part, from the first entry:
no. | Pol eta inh | JMJD2A Tudor | BLM helicase inh | Structure | G9a inh | POLI inh | POLB inh | BAZ2B block | APEX1 inh | Pol kappa inh
1 | -19% | 19% | -13% | COc1cccc(C(=O)Nc2ccc(Cl)c(C(F)(F)F)c2)c1 | 13%[59 µM] | 17% | -7% | 32% | -2% | -16%
2 | -3% | -14% | -2% | Cc1ccc(S(=O)(=O)N2CCC(C(=O)N[C@@H](C)C(=O)Nc3ccc(F)cc3)CC2)cc1 | 22% | -4% | 0% | ? | -14% | -11%
3 | -5% | -11% | -5% | CCC1CCCCN1C(=O)c1sc(-n2nc(C)c(Cc3ccccc3)c2C)nc1C (configuration not stated) | 7%[59 µM] | 10% | -9% | 0% | . | -9%
4 | -6% | -14% | -6% | COC(=O)C(Cc1c[nH]c2ccccc12)NC(=O)c1cncc(Br)c1 (configuration not stated) | 31%[0.501 µM] | -13% | -2% | ? | -11% | 5%
5 | -15% | -33% | 1% | CCc1cc2c(N=Nc3c(O)[nH]c4ccccc34)ncnc2s1 | 2%[59 µM] | 14% | 4% | -2% | 16% | 9%
6 | 79µM* | ? | 13µM* | CSc1nc(SCCO)c2sc3nc(-c4ccco4)c4c(c3c2n1)CC(C)(C)OC4 | ? | 22µM* | 1.6µM* | 32µM* | ? | -32%
7 | 1% | -12% | 0% | Cn1ncc([N+](=O)[O-])c1C(=O)Nc1ccc(-c2nc3ccccc3o2)cc1 | 4% | 16% | 2% | -10% | -1% | -1%
8 | ? | -27% | 1% | Cc1ccc(C(=O)n2c(-c3ccccc3)cnc2SCC(=O)Nc2ccccc2)cc1 | ? | -1% | 2% | ? | -2% | -19%
9 | -18% | ? | -6% | CC(=NCCc1c(C)[nH]c2ccc(C)cc12)C1=C(O)CC(c2ccccc2)CC1=O (configuration not stated) | ? | 2% | 5% | -39% | 5% | -3%
10 | -8% | 0% | -2% | O=C(Nc1ccc2ccccc2c1)c1ccc(Cl)cc1 | . | -8% | 2% | 7% | -7% | -10%
11 | -13% | 1% | -1% | COc1ccc(CN2C(=O)c3ccccc3C2=O)cc1C(=O)OCC(=O)NC1CCCCC1 | -48%[59 µM] | 125%[activator] | -2% | 8% | 2% | -7%
12 | -10% | -11% | -1% | CC(=O)Nc1ccc(C2NC(=O)c3ccccc3O2)cc1 (configuration not stated) | 9% | 18% | -7% | -6% | 3% | -16%
13 | -22% | -2%[57.1 µM] | -3% | Cc1ccc(S(=O)(=O)N(C)C)cc1-n1c(SCC(=O)Nc2ccccc2)nc2ccccc2c1=O | 12%[59 µM] | 3% | 10% | 1% | -4% | -9%
14 | -8% | -1% | . | CC(C)[C@H](NC(=O)c1cccc(S(=O)(=O)N2CCOCC2)c1)C(=O)NCc1ccc(F)cc1 | . | 4% | . | . | 6% | -13%
15 | -9% | 18µM* | -3% | c1ccc2c(c1)nc(N1CCCCCC1)c1ccccc12 | 81%[activator] | -26% | 13% | 129%[activator] | 2% | -4%
16 | -28% | -29% | -13% | CCOc1ccc(C(=O)Nc2ccc3oc(-c4ccncc4)nc3c2)cc1 | -31%[59 µM] | 35%[activator] | 1% | -2% | . | -8%
17 | -5% | 23% | . | O=C(Nc1ccccc1N1CCCCC1)c1ccc(-c2cc(Cl)ccc2Cl)o1 | . | 26% | . | . | . | -2%
18 | -15% | -23% | . | CN(C)C(=O)CCc1ccc2c3c([nH]c2c1)[C@]1(CCC2CCCC2)[C@@H](C(=O)N2CCOCC2)C[C@H](CC(=O)NCCCn2ccnc2)C(=O)N1CC3 | . | 16% | . | . | 15% | -1%
19 | -26% | -11% | 4% | Cc1ccccc1NC(=S)NC1CCN(Cc2ccccc2)CC1 | 10% | -5% | 32% | -1% | -6% | -7%
20 | -24% | 4% | -5% | Cc1oc(S(=O)(=O)N2CCCC2)cc1C(=O)Nc1ccccc1 | . | 25% | 17% | -3% | 12% | -5%

# Entries listed above that bear a hit mark in POLI inh:
no. | Pol eta inh | JMJD2A Tudor | BLM helicase inh | Structure | G9a inh | POLI inh | POLB inh | BAZ2B block | APEX1 inh | Pol kappa inh
6 | 79µM* | ? | 13µM* | CSc1nc(SCCO)c2sc3nc(-c4ccco4)c4c(c3c2n1)CC(C)(C)OC4 | ? | 22µM* | 1.6µM* | 32µM* | ? | -32%

# New compounds follow.
no. | Pol eta inh | JMJD2A Tudor | BLM helicase inh | Structure | G9a inh | POLI inh | POLB inh | BAZ2B block | APEX1 inh | Pol kappa inh
21 | -15% | ? | ? | O=C(N/N=C/c1ccc(-c2ccccc2[N+](=O)[O-])o1)[C@H]1C[C@@H]1c1ccccc1 | 8.9µM* | ? | 22% | ? | -8% | -12%
22 | -5% | 5% | -2% | O=C(c1ccccc1)C(C(=O)N1CCCCC1)n1ccccc1=O (configuration not stated) | ? | 18% | 0% | ? | 4% | 7%
23 | -9% | -28% | . | CCCC(=O)N1CCN(c2ccc(NC(=O)c3ccc(N4CCCC4)c([N+](=O)[O-])c3)cc2Cl)CC1 | . | 9% | . | . | . | -16%
24 | -21% | -4% | -1% | CC1CN(c2ccc(Cl)nn2)CC(C)O1 (configuration not stated) | 0% | 16% | -20% | . | -2% | -1%
25 | -4% | -17% | -22% | CN(/C=C/C(=C\C=[N+](C)c1ccccc1)OCCCS(=O)(=O)[O-])c1ccccc1 | . | ? | 50µM* | 15% | 3% | ?
26 | -10% | -9% | 4% | Cc1ccc(C(=O)C2CCNCC2)cc1 | . | 40%[activator] | 27% | 15% | -1% | -12%
27 | -3% | -25% | -19% | COc1ccc(OCC(=O)NC(=S)Nc2ccc(N3CCOCC3)c(Cl)c2)cc1 | ? | 15% | 1% | ? | -5% | -10%
28 | -27% | -16% | 1% | COc1ccccc1NC(=S)Nc1ccccn1 | ? | 18% | 13% | -32% | 0% | -1%
29 | 5% | -17% | -8% | CC(C)Sc1nc(N)c2c3c(sc2n1)CN(C)CC3 | 3.2µM* | 10% | 17% | 6% | 13% | -19%
30 | -16% | 2% | . | CCOC(=O)C1=C(C)NC(C)=C(C(=O)OCC)C1C(=O)OCC(=O)NCCc1ccc(S(N)(=O)=O)cc1 | 3%[2.33 µM] | 7% | . | 9% | -5% | -3%
31 | -19% | -19% | -4% | Cn1nc(C(F)(F)F)cc1C(=O)Nc1ccc(-c2ccno2)cc1 | . | 24% | ? | -6% | -6% | -13%
32 | ? | -29% | -10% | Cc1cccc(Nc2nc(-c3ccc(F)c(C)c3)cs2)n1 | -2% | 25% | 39% | -12% | -11% | 1%
33 | 10% | -15% | 5% | Cc1ncc(CO)c2c1Oc1nc(-c3ccc(Cl)cc3)nc(SCC(=O)N3CCCCC3)c1C2 | ? | -10% | 3% | ? | . | -5%
34 | 89µM* | -27% | 5% | CCC1CCCCN1C(=O)Cn1nc([N+](=O)[O-])c(Cl)c1C (configuration not stated) | 20%[59 µM] | 89µM* | 35%[activator] | -7% | 8% | ?
35 | -13% | 5% | 4% | CCCOc1ccc(N2C(=O)CC(N3CCC(c4nncn4CC)CC3)C2=O)cc1 (configuration not stated) | -49%[59 µM] | 1% | 2% | -2% | 3% | -12%
36 | -11% | 5% | 0% | CCOc1ccc(N(CC(=O)NC2CCCCC2)C(=O)CCC(=O)Nc2ccccn2)cc1 | 17% | 109%[activator] | 22% | 4% | 15% | 4%
37 | -20% | -8% | -2% | O=Cc1ccc(OCC(=O)N2CCOCC2)cc1 | 28% | 156%[activator] | -17% | 0% | 4% | 8%
38 | 3% | -22% | -5% | O=C1c2oc3ccccc3c(=O)c2C(c2cccs2)N1CCCN1CCOCC1 (configuration not stated) | 40µM* | -2% | 0% | ? | 15% | -3%
39 | -14% | -16% | . | COc1ccc(S(=O)(=O)N(C)C[C@H]2Oc3c(NS(=O)(=O)c4cn(C)cn4)cccc3C(=O)N([C@H](C)CO)C[C@@H]2C)cc1 | . | 39% | . | . | 1% | 3%
40 | -14% | -3%[11.4 µM] | -1% | COc1ccc(CCNC(=O)c2cc(C3CC3)on2)cc1OC | 21% | 31% | -14% | -17% | -3% | 1%
41 | -24% | -12%[57.1 µM] | -8% | COc1ccc(C)cc1-n1nnnc1SCc1nc2ccccc2s1 | 8% | -9% | 39% | 4% | -4% | -7%
42 | -23% | -4% | -9% | Cc1cn(C(=O)c2ccccc2)c(=S)n1-c1ccc(Cl)cc1 | 1%[59 µM] | ? | 25% | -21% | -2% | -1%
43 | 2% | -9% | -4% | O=C(Nc1cccc(-c2cn3cccnc3n2)c1)Nc1ccccc1F | 1% | 9% | ? | -12% | -4% | -36%

# Laid out differently: two of the compounds above.
26) Cc1ccc(C(=O)C2CCNCC2)cc1
27) COc1ccc(OCC(=O)NC(=S)Nc2ccc(N3CCOCC3)c(Cl)c2)cc1

Compound | 26 | 27
Pol eta inh | -10% | -3%
JMJD2A Tudor | -9% | -25%
BLM helicase inh | 4% | -19%
G9a inh | . | ?
POLI inh | 40%[activator] | 15%
POLB inh | 27% | 1%
BAZ2B block | 15% | ?
APEX1 inh | -1% | -5%
Pol kappa inh | -12% | -10%

# Screens (PubChem)
